Compound activity: PubChem BioAssay, several laboratories
SUMO1 PPI mod = SUMO1-SIM interaction modulation; P63165; SUMO1 binding to a labelled peptide, TR-FRET, 1 h; AID 602429; actives 0.33% (n = 360,000); inhibition, % at 20 µM; in the data active = inhibition above about 37%
Target sequence (P63165 whole entry, looked up): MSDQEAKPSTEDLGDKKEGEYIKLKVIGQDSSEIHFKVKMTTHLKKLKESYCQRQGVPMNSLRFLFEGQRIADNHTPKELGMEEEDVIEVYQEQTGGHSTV
LMPTP block = blocks human LMPTP phosphatase; P24666; recombinant LMPTP-A, OMFP fluorogenic substrate, fluorescence intensity; inhibition, % at 20 µM; actives 0.22% (n = 360,000);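 active = compounds that cut the enzyme signal by at least half of the control window in the single-dose screen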;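 also: plate controls were DMSO wells with enzyme plus substrate for no effect and substrate without enzyme for full effect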
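Material: LMPTP-A; amount: 0.625 nM enzyme; doses: single 20 µM dose; times: reaction 50 min, room temperature, dark; technique: fluorescence intensity of OMFP turnover product; benchmarks: no-enzyme and uninhibited controls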
Tb MetRS inh = blocks T. brucei methionyl-tRNA synthetase activity; actives 0.4% (n = 360,000); purified T. brucei MetRS, ATP depletion, Kinase-Glo luminescence; inhibition, % at 11.9 µM;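 active = inhibition above a per-plate cutoff of the control wells' mean inhibition plus 3 SD, cut at about 5.5% in these data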;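 also: 0% = DMSO wells median and 100% = median of wells with control inhibitor compound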
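Material: T. brucei methionyl-tRNA synthetase, purified; reagent: substrates ATP, L-methionine and bulk Escherichia coli tRNA; dosing: 11.9 µM single point; timing: 15 min plus 2 h at 25 °C; detection: luminescence of leftover ATP; evaluation: % inhibition; control set: DMSO-only wells as low control; replicates: singlicate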
CSN deneddyl inh = CSN deneddylation inhibition | actives 0.38% (n = 360,000) | inhibition, % at 12.5 µM | Purified CSN, SCF-Nedd8-OG deneddylation, fluorescence polarization;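 active = pattern-corrected inhibition above about 35%, with an unprinted fluorescence ratio check between 0.5 and 1.5, limit read from the data, passing the limit was not always enough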;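 also: 0% = enzyme with substrate and 100% = substrate without enzyme; some results filed as inactive read as strong as hits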
Target sequence (Q92905 whole entry, looked up, one chain of several): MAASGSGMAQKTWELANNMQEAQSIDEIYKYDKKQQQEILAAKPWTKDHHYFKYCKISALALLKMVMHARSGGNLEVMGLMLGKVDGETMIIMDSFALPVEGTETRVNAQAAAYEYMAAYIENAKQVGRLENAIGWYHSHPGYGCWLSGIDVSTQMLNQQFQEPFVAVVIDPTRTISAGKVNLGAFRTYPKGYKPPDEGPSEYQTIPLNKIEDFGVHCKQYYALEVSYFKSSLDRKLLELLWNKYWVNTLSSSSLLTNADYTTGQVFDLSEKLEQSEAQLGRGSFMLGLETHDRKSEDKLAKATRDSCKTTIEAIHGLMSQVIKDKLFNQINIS
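assay system = purified human Csn5 enzyme expressed in HEK293T cells | amount = 0.24 nM enzyme | buffer or medium = Tris/NaCl/DTT buffer, pH 7.5 | reagent = 10 nM SCFSkp2-Nedd8OG | compound = one concentration, 12.5 µM, 0.25% DMSO | times = 90 min reaction at room temperature | signal = FP | read-out basis = % inhibition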
DNMT1 block = blocks human DNA methyltransferase DNMT1 | P26358 | DNMT1 molecular beacon, Hinp1I cleavage, fluorescence | inhibition (reported as % activation of signal), % at 10 µM | actives 0.83% (n = 360,000); in the data active = inhibition above about 50%
NadD inh = inhibitors of Staphylococcus aureus NadD; actives 0.78% (n = 360,000); inhibition, % at 20 µM; AID 602399; purified NadD enzyme, colorimetric absorbance read-out; in the data active = inhibition above about 26%; also: some compounds past the cut are filed as inactive
STEP inh = inhibitors of human striatal-enriched phosphatase STEP; P54829; recombinant STEP, OMFP fluorogenic substrate, fluorescence; inhibition, % at 20 µM; actives 0.25% (n = 360,000); AID 588621;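 active = inhibition at 20 µM, scaled per plate between control wells, above about 37%, limit read from the data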;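 also: 0% = DMSO with enzyme and substrate and 100% = substrate only without enzyme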
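System: STEP phosphatase, cell-free reaction; Buffer or medium: Bis-Tris pH 6.0 buffer with DTT, detergent; Incubation: 20 min at room temperature, dark; Measured by: fluorescence, 480/540 nm.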
Scp-1 inhibitor = blocks human Scp-1 phosphatase activity; Q9GZU7; Recombinant Scp1, phosphopeptide, malachite green phosphate absorbance; inhibition, % at 20 µM; actives 0.88% (n = 340,000);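 active = inhibition above about 50% at 20 µM, limit read from the data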;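 also: plate controls were DMSO wells with enzyme for no effect and wells lacking enzyme for full effect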
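Material – SCP-1 phosphatase catalytic domain, residues 76-261 · Buffer or medium – Acidic Tris acetate buffer with magnesium and detergent · Also added – Phospho 17-mer peptide substrate · Compound – single 20 µM dose, 1% DMSO · Times – 45 min room-temperature reaction, 5 min colour, 30 min stabiliser · Technique – Phosphate-binding colour reagent, absorbance read at 630 nm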
Rpn11 block = blocks the human proteasome subunit Rpn11. O00487. human 26S proteasome, Ub4-pepOG fluorescence polarization; 20S core pre-blocked with epoxomicin. calls only at 20 µM. actives 0.59% (n = 360,000). AID 588493;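 active = inhibition at 20 µM, scaled to each plate's controls, above about 33%, limit read from the data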
PABP1 MLLE inh = inhibitors of microRNA-mediated deadenylation, human PABP1 MLLE binding; actives 0.36% (n = 360,000); P11940; GST-MLLE / FITC-PAM2 fluorescence polarization; inhibition, % at 20 µM; in the data active = inhibition above about 35%, passing the limit was not always enough;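 also: plate controls were DMSO wells with GST-MLLE for no effect and wells lacking GST-MLLE protein for full effect; some results filed as inactive read as strong as hits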
Target sequence (P11940 whole entry, looked up): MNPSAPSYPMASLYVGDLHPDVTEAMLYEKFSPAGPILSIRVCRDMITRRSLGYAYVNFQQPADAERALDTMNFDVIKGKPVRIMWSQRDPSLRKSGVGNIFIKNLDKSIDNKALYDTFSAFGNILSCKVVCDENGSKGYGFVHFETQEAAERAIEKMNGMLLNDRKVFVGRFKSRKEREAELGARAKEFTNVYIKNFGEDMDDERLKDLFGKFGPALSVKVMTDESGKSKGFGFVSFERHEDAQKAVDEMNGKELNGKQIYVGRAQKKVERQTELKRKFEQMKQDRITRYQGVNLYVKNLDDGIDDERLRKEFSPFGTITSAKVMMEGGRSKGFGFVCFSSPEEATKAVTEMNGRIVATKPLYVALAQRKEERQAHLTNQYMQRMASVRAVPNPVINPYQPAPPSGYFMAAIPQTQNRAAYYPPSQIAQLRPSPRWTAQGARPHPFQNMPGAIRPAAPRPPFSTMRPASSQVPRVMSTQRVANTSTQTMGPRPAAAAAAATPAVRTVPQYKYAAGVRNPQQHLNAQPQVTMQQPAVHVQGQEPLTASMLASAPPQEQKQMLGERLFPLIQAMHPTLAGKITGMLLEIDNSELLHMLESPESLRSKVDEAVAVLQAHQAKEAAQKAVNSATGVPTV
An asterisk follows results filed as active; i = inactive; x = no result given.

The line under a structure holds: SUMO1 PPI mod | LMPTP block | Tb MetRS inh | CSN deneddyl inh | DNMT1 block | NadD inh | STEP inh | Scp-1 inhibitor | Rpn11 block | PABP1 MLLE inh
- CCOC(=O)C1=CC[C@@H](c2ccccc2)N(S(=O)(=O)c2ccc(C)cc2)[C@H]1c1ccc(C#N)cc1
  4 | 1.6 | -0.7 | 0 | 0 | -7 | 5 | x | i | 5
- O=C1CN(O)C=C2N=c3ccccc3=C2N1c1ccc([N+](=O)[O-])cc1
  -23 | -0.6 | -0.1 | 4 | -2 | -5 | 1 | -12 | i | 2
- COC(=O)C(NC(=O)c1ccc(Cl)cc1)(Nc1nc(C)cs1)C(F)(F)F (stereo not drawn)
  -5 | -0.2 | -0.4 | -1 | -2 | 0 | -7 | -7 | i | 0
- CCOC(=O)CSc1nnc(-c2ccoc2C)n1-c1ccc(C)cc1
  3 | -1.1 | 0.2 | 0 | 0 | -4 | 0 | 5 | i | -4
- Cn1nnnc1SCC(=O)NC(=O)Cc1ccccc1
  3 | -0.4 | -0.3 | 4 | 6 | 2 | -1 | -3 | i | -4
- COc1ccc2oc(C(=O)NC(C)(C)C)c(C)c2c1
  1 | -0.6 | -0.1 | 0 | 1 | 2 | 0 | 3 | i | -3
- O=C(c1cc(S(=O)(=O)N2CCOCC2)ccc1Cl)N1CCC(Cc2ccccc2)CC1
  -1 | 0.0 | -0.3 | -7 | 2 | 0 | -1 | 0 | i | 5
- COc1ccc(S(=O)(=O)N2CCOC2CNC(=O)C(=O)NCc2ccccn2)cc1 (stereo not drawn)
  5 | 0.3 | -0.3 | -1 | -1 | -2 | 1 | -7 | i | -12
- CCOC(=O)[C@@H]1[C@H]2COc3cc(OC)ccc3[C@@H]2N2C(=O)N(c3cccc(F)c3)C(=O)[C@@]12C
  3 | -1.1 | -0.2 | 1 | 3 | -7 | 1 | -5 | i | -4
- N#CCCN1C(=O)C2(OCCO2)c2ccccc21
  -3 | -1.0 | -0.8 | 1 | -1 | -5 | 0 | -5 | i | -2

The list goes on, starting with the last 4 of the part before.
The line under a structure holds: SUMO1 PPI mod | LMPTP block | Tb MetRS inh | CSN deneddyl inh | DNMT1 block | NadD inh | STEP inh | Scp-1 inhibitor | Rpn11 block | PABP1 MLLE inh
- O=C(c1cc(S(=O)(=O)N2CCOCC2)ccc1Cl)N1CCC(Cc2ccccc2)CC1
  -1 | 0.0 | -0.3 | -7 | 2 | 0 | -1 | 0 | i | 5
- COc1ccc(S(=O)(=O)N2CCOC2CNC(=O)C(=O)NCc2ccccn2)cc1 (stereo not drawn)
  5 | 0.3 | -0.3 | -1 | -1 | -2 | 1 | -7 | i | -12
- CCOC(=O)[C@@H]1[C@H]2COc3cc(OC)ccc3[C@@H]2N2C(=O)N(c3cccc(F)c3)C(=O)[C@@]12C
  3 | -1.1 | -0.2 | 1 | 3 | -7 | 1 | -5 | i | -4
- N#CCCN1C(=O)C2(OCCO2)c2ccccc21
  -3 | -1.0 | -0.8 | 1 | -1 | -5 | 0 | -5 | i | -2
- CN(CC(=O)NCC(c1ccco1)N1CCCCC1)S(=O)(=O)c1ccc(Cl)cc1 (stereo not drawn)
  0 | 0.0 | -0.5 | 5 | 25 | -1 | 0 | 2 | i | -12
- COc1ccc(-c2cc(C(=O)N3CCCC3)c3ccccc3n2)cc1
  0 | 0.6 | -0.2 | -4 | 0 | -4 | -2 | -3 | i | -12
- CCCNC(=O)c1cnc(-c2ccccc2)nc1-c1ccccc1
  -3 | 0.7 | 0.1 | -2 | 0 | -4 | -2 | -12 | i | 7
- CCOc1ccc(CCNC(=O)C2CCN(c3nnc(-n4cccc4)s3)CC2)cc1OCC
  4 | -0.1 | -0.5 | -1 | -3 | 1 | 1 | 1 | i | -3
- Fc1cccc(Cl)c1-c1nnc2ccc3ccccc3n12
  -1 | -0.4 | -0.4 | -1 | 10 | 2 | 0 | 1 | i | -3
- CC(C)C(=O)N1CCN(c2ccccc2NC(=O)c2ccco2)CC1
  6 | -0.3 | -0.4 | 0 | -1 | -1 | 3 | -2 | i | -5
- Cc1[nH]c2ccccc2c1C(c1ccncc1)N1CCCCC1 (stereo not drawn)
  5 | -0.4 | -0.5 | 1 | -3 | -6 | 0 | -7 | i | 9
- C=CC[C@@H](CC(=O)N[C@H](CO)Cc1ccccc1)C(=O)N[C@@H](COC(=O)[C@H](CC=C)CC(=O)OC(C)(C)C)Cc1ccccc1
  -1 | 0.3 | -0.5 | 2 | -2 | -5 | 1 | -8 | i | 4
- Cc1cc(C)nc(SCC(=O)N/N=C/c2cc(C)n(-c3ccccc3C)c2C)n1
  -3 | 0.7 | -0.9 | 3 | -3 | 3 | -1 | 1 | i | 3
- COc1ccc(S(=O)(=O)N2CCN(C(=O)CCc3c[nH]c4ccccc34)CC2)cc1
  4 | -0.3 | -0.4 | -3 | -3 | 1 | -4 | -8 | i | -4

Reprinted at random: 2 entries already listed
The line under a structure holds: SUMO1 PPI mod | LMPTP block | Tb MetRS inh | CSN deneddyl inh | DNMT1 block | NadD inh | STEP inh | Scp-1 inhibitor | Rpn11 block | PABP1 MLLE inh
- COc1ccc(S(=O)(=O)N2CCN(C(=O)CCc3c[nH]c4ccccc34)CC2)cc1
  4 | -0.3 | -0.4 | -3 | -3 | 1 | -4 | -8 | i | -4
- Fc1cccc(Cl)c1-c1nnc2ccc3ccccc3n12
  -1 | -0.4 | -0.4 | -1 | 10 | 2 | 0 | 1 | i | -3

Next part:
The line under a structure holds: SUMO1 PPI mod | LMPTP block | Tb MetRS inh | CSN deneddyl inh | DNMT1 block | NadD inh | STEP inh | Scp-1 inhibitor | Rpn11 block | PABP1 MLLE inh
- CC1CCN(CC(=O)Nc2nccs2)CC1
  21 | 0.6 | -0.5 | 1 | 5 | 0 | -1 | 0 | i | 5
- CCC(=O)N1CCC(C)(C(=O)NCc2cccc(OC)c2)C1 (stereo not drawn)
  0 | -2.7 | 0.3 | 0 | 19 | 3 | -3 | x | i | 4
- COc1ccccc1CNc1nc(NCc2ccccc2SC)c2sccc2n1
  -7 | 24 | 0.2 | -2 | -24 | 26 | 4 | x | i | 3
- O=C(NC1CCCCCCC1)C1CCCN(S(=O)(=O)c2cnc[nH]2)C1 (stereo not drawn)
  0 | -0.8 | 0.3 | -4 | 1 | -2 | 0 | -12 | i | -1
- COc1ccc(NS(=O)(=O)c2ccc3oc(Nc4ccc5c(c4)OCCO5)nc3c2)cc1
  6 | 3.5 | 0.0 | -2 | -23 | -1 | 8 | -7 | i | 4
- Cc1ccc2nc(Cn3cc(C(F)(F)F)cc(Cl)c3=O)cc(=O)n2c1
  2 | 0.2 | -0.1 | 0 | 0 | -1 | -3 | 3 | i | -9
- Cc1cc(C(=O)COC(=O)c2ccccc2Br)c(C)n1CC1CCCO1 (stereo not drawn)
  4 | -0.8 | -0.6 | 2 | 2 | -1 | 2 | -14 | i | -11
- CC(C)(C)NC(=O)NC(=O)CSc1nnc(-c2ccccc2F)n1N
  -2 | -2.1 | -0.5 | -3 | -1 | -10 | 1 | -1 | i | 0
- O=C(C1CC(=O)N(C2CCCC2)C1)N1CCN(c2ccc(F)cc2)CC1 (stereo not drawn)
  -18 | -2.0 | -0.1 | 2 | 1 | 3 | 4 | -7 | i | 17
- O=C(O)CC(CC(=O)NCC(O)c1ccccc1)c1ccccc1 (stereo not drawn)
  -4 | -1.4 | -0.1 | 4 | 1 | -2 | -2 | -21 | i | -5
- CC(C)CC1NC(=O)N(CC(=O)N2c3ccccc3NC(=O)C2(C)C)C1=O (stereo not drawn)
  -1 | -0.2 | -0.6 | -2 | 1 | -4 | -2 | 9 | i | -2
- Cc1ccc(-c2cc(C(F)(F)F)n3ncc(C(=O)NCc4ccco4)c3n2)cc1
  -4 | -0.3 | -0.6 | -6 | 24 | 10 | 0 | -10 | i | 9
- O=C(Cn1cnc2ccccc2c1=O)NCCCN1CCCC1=O
  -3 | -2.2 | -0.1 | -6 | 2 | -3 | 0 | -6 | i | -1
- C[C@@H]1CN([C@H](C)CO)C(=O)CCCn2nncc2CO[C@@H]1CN(C)C(=O)c1ccc(N2CCN(C)CC2)cc1
  0 | -4.6 | -0.4 | 4 | 0 | -5 | -1 | x | i | 0
- CC12CC(c3ccccc3O1)N(C(=O)c1ccco1)C(=S)N2c1ccccc1 (stereo not drawn)
  3 | -0.3 | -0.9 | 1 | -8 | -3 | 0 | -7 | i | -1
- Cc1cccc(N/N=C/c2ccccc2O)c1
  -4 | 1.5 | 0.1 | -1 | -38 | 15 | 37 | -6 | i | 23
- CCN(CC)C(=O)c1cccc(-c2csc(C(C)(O)c3ccncc3)n2)c1 (stereo not drawn)
  1 | 30 | 0.0 | 1 | 7 | -1 | 0 | x | i | -3
- COc1ccc2[nH]c3c(=O)n(Cc4ccc(C(=O)NCC5CCCO5)cc4)c(=S)[nH]c3c2c1 (stereo not drawn)
  8 | 2.1 | -0.4 | 12 | -6 | 14 | -3 | 17 | i | -36
- O=C(N/N=C/c1cccc(O)c1)NC1CCCCC1
  -4 | 2.3 | -1.5 | -7 | 1 | 0 | -2 | -1 | i | -5
- Cc1cc2c(cc1C)NC1(C(=O)Nc3ccccc31)C1=C(CC(C)(C)CC1=O)N2 (stereo not drawn)
  51* | -0.3 | -0.8 | 5 | -4 | 9 | -2 | -6 | i | 3
- COc1ccc(N2CCN(C(=O)CN3C(=O)C4CC=CCC4C3=O)CC2)cc1 (stereo not drawn)
  -1 | 0.5 | -0.2 | -1 | -2 | -2 | -1 | -4 | i | -16
- COc1ccc(C(=O)NC(=S)N(C)C2CCCCC2)cc1
  5 | 2.5 | 0.9 | -3 | 1 | 6 | 6 | -2 | i | 16
- CCOc1ccc(CCN2C(=S)N([C@@H](CC(C)C)CN3CCCC3CN3C(=S)NC[C@@H]3Cc3ccc(O)cc3)C[C@@H]2Cc2ccccc2)cc1 (stereo partly drawn)
  -1 | 3.3 | -1.6 | -3 | -9 | 34* | 4 | 24 | i | 13
- Cc1nn(-c2ccc(F)cc2)c(C)c1/C=C/C(=O)N1CCNC(=O)C1
  -1 | 0.3 | 0.2 | -10 | 0 | 4 | -1 | -5 | i | -12
- CCOC(=O)c1ccc(COC(=O)CCc2nc3ccccc3[nH]c2=O)o1
  -1 | -2.3 | -1.1 | 3 | -3 | -2 | -3 | 0 | i | -11
